# Screening data deposited in PubChem by National Center for Advancing Translational Sciences (NCATS).
# RXFP1 agonist: qHTS Assay for Agonists of the Relaxin Receptor RXFP1; actives 0.3% (n = 370,000); Relaxin receptor 1 (Homo sapiens), Q9HBX9; Potency, µM (titrated, usually from 57.5 µM), inactives show at the highest dose activation, most hits filed as activators; AID 2676, 2010; HEK293T-RXFP1 cAMP TR-FRET, 30 min; response scale: percent of porcine relaxin response, buffer zero; active means well fitted activation curve with a large enough effect; inconclusive means small, poorly fitted or top-dose-only effect; further: potency means the concentration at half of the fitted maximal effect; on the % scale 0 is the no-effect control and ±100 the full control effect; nearly all actives have a fitted effect of over 60% in size; many of its hits are not listed in these tables
# Target sequence (Q9HBX9 whole entry, looked up): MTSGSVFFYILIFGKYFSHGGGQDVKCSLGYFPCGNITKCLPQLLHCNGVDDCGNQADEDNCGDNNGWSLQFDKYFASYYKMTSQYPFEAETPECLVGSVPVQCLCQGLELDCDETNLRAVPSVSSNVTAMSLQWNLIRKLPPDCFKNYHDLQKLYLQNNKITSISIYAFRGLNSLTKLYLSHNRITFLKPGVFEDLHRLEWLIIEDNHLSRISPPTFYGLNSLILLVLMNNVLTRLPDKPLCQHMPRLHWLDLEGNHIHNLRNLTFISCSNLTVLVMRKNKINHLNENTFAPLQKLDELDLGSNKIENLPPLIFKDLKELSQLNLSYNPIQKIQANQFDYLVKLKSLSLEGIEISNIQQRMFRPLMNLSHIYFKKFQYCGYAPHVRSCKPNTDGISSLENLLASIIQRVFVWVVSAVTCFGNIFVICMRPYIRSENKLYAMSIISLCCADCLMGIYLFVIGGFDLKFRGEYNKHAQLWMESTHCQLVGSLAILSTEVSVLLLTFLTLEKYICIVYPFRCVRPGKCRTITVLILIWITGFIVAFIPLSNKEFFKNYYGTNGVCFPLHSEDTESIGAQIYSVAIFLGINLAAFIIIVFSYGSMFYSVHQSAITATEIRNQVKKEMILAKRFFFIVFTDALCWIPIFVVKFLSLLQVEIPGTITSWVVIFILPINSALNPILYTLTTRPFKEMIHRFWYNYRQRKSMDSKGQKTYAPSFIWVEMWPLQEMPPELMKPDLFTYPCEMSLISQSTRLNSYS
#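 Agonist response is measured as cAMP accumulation in an RXFP1-transfected HEK293T line under PDE4 inhibition. Values are scaled between buffer-only and 29 nM porcine relaxin, and EC50s come from standard Hill equation fits.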
# D1 PAM: Potentiators of Human D1 Dopamine Receptor: qHTS; D(1A) dopamine receptor (Homo sapiens), P21728; HEK293 TREx D1 cells, calcium flux, dopamine EC20 potentiation; potentiation, % at 10 µM; actives 0.036% (n = 360,000); AID 504651, 2011; in the data active means potentiation above about 30%; further: 0% is about no effect
# D2 ag: HTS Assay for Allosteric Agonists of the Human D2 Dopamine Receptor: Primary Screen for Agonists | activation, % at 2 µM | actives 0.53% (n = 340,000) | HEK293 T-REx D2 cells, calcium flux agonist mode | D(2) dopamine receptor (Homo sapiens), P14416;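 active means activation over 3 SD above normal in the single-dose calcium agonist read, cut at about 30% in these data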; further: 0% is about no effect
#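 Agonism is scored from calcium flux in a force-coupled, inducible HEK293 cell line expressing D2, read kinetically for 180 s after compound addition against dopamine controls.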
# D2 PAM: HTS Assay for Positive Allosteric Modulators of the Human D2 Dopamine Receptor: Primary Screen for Potentiators; actives 0.34% (n = 340,000); D(2) dopamine receptor (Homo sapiens), P14416; potentiation, % at 10 µM; HEK293 T-REx D2, calcium flux, EC20 dopamine potentiation;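 active means potentiation over 3 SD above the plate norm, cut at about 30% in these data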; further: 0% is about no effect
#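 Potentiation of an EC20 dopamine calcium response measured kinetically over 180 s, after a preceding 180 s compound-only read flagging agonists. Cells: inducible Hek293 Trex D2 line, 4000/well, cultured overnight at 30 C before dye loading.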
# D1 antagonist: Antagonist of Human D 1 Dopamine Receptor: qHTS; D(1A) dopamine receptor (Homo sapiens), P21728; HEK293 TREx D1 cells, calcium flux, dopamine EC80; active compounds read low; activity change, negative = inhibition, % at 10 µM; actives 3.2% (n = 360,000); in the data active means activity change below about -30%; further: on the % scale 0 is the no-effect control and ±100 the full control effect
#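 After overnight tetracycline induction at 30 C, force-coupled D1 HEK293 cells took up a no-wash calcium dye at room temperature. Compounds were added and monitored 180 s, and the response to EC80 dopamine was then recorded.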
# D2 antag: HTS Assay for Allosteric Antagonists of the Human D2 Dopamine Receptor: Primary Screen for Antagonists; actives 2% (n = 340,000); HEK293 TREx D2 cells, calcium flux, dopamine EC80; D(2) dopamine receptor (Homo sapiens), P14416; AID 485344, 2010; inhibition, % at 10 µM; in the data active means inhibition above about 30%; further: 0% is about no effect
#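 Tetracycline-induced HEK293 T-REx cells expressing D2 force-coupled to calcium signalling were dye-loaded, exposed to compound for 180 s, then challenged with an EC80 of dopamine; calcium flux was followed kinetically for a further 180 s.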
# RXFP1 antag: qHTS Assay for Antagonists of the Relaxin Receptor RXFP1; Relaxin receptor 1 (Homo sapiens), Q9HBX9; actives 0.59% (n = 350,000); HEK293-RXFP1, relaxin-stimulated cAMP HTRF, 30 min; active compounds read low; activity change, negative = inhibition, % at 57.5 µM;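 active means activity change of -60% or lower, but not beyond a set lower limit; inconclusive means change between -60% and -40%, or beyond the set limit; inactive means change above -40%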; further: on the % scale 0 is the no-effect control and ±100 the full control effect
# TRHR enhancer: qHTS for Small Molecule Agonists and Allosteric Enhancers of Human TRH Receptor: Primary Screen for Enhancers. actives 0.66% (n = 360,000). TRHR cells, fluo-8 calcium fluorescence, EC20 TRH enhancement. enhancement, % at 2 µM; in the data active means enhancement above about 30%; further: 0% is about no effect
#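 Enhancer read-out: after compound pinning and an initial kinetic agonist-mode read, an EC20 of TRH (10 nM final) was injected and fluo-8 calcium signal (Ex 480/Em 530) followed at 1 s/cycle for 100 cycles in TRHR-expressing cells.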
# D1 ag: Allosteric Agonists of the Human D1 Dopamine Receptor: qHTS; actives 1% (n = 360,000); AID 504660, 2011; activation, % at 2 µM; HEK293 T-REx D1 cells, calcium flux, agonist mode; D(1A) dopamine receptor (Homo sapiens), P21728; in the data active means activation above about 30%; further: 0% is about no effect
#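 Agonism was scored from calcium flux recorded over 180 s (1 read/s) after pintool compound addition, following a 10-cycle baseline. Cells were inducible force-coupled HEK293 TREx D1, plated overnight at 30 C and loaded with no-wash calcium dye.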
# * hit, by the source's call; ? = inconclusive; . = no result given.
# Start of the data: the first three entries, ahead of the listing:
cpd	Structure	RXFP1 agonist	D1 PAM	D2 ag	D2 PAM	D1 antagonist	D2 antag	RXFP1 antag	TRHR enhancer	D1 ag
1	O=C(NCc1ccco1)c1ccc(Cn2cc([N+](=O)[O-])cn2)o1	-1.4%	2	-0.8	-1	-8	11	18	-3	5
2	CCN(CC)c1ccc(C(=O)c2ccccc2C(=O)O)c(O)c1	-0.1%	6	-0.1	1	-4	9	-6	-7	2
3	CC(C)NC(=O)C1CCCN(c2nnc(-n3cccc3)s2)C1 (stereo not drawn)	0.2%	-6	-1.1	14	29	-3	-5	1	1

# The list itself, from the start:
cpd	Structure	RXFP1 agonist	D1 PAM	D2 ag	D2 PAM	D1 antagonist	D2 antag	RXFP1 antag	TRHR enhancer	D1 ag
1	O=C(NCc1ccco1)c1ccc(Cn2cc([N+](=O)[O-])cn2)o1	-1.4%	2	-0.8	-1	-8	11	18	-3	5
2	CCN(CC)c1ccc(C(=O)c2ccccc2C(=O)O)c(O)c1	-0.1%	6	-0.1	1	-4	9	-6	-7	2
3	CC(C)NC(=O)C1CCCN(c2nnc(-n3cccc3)s2)C1 (stereo not drawn)	0.2%	-6	-1.1	14	29	-3	-5	1	1
4	Cc1ccc(NC(=O)COC(=O)Cc2c[nH]c3ccccc23)cc1C	-2.4%	-4	-0.1	1	-75*	-14	5	7	1
5	COc1ccc(CCN2C(=O)N(c3ccc(OC)cc3)C(=O)C2CC(=O)Nc2ccccc2)cc1 (stereo not drawn)	1.0%	-1	0.2	-21	3	-11	-3	-1	2
6	CC(C)c1ccc(CN2CCC(Oc3ccc(C(=O)N4CCCC4)cc3)CC2)cc1	-3.0%	-5	7.7	-10	8	-6	-10	-1	8
7	O=C(NNC(=S)NC(=O)c1cccs1)c1ccc(O)cc1	0.5%	-2	.	.	3	.	9	12	3
8	COc1cc(NC(=O)CN(c2ccc(C)cc2)S(=O)(=O)c2c(C)noc2C)cc(OC)c1	1.9%	-3	-0.5	-3	4	-3	-1	-3	6
9	CCOC(=O)C1CCCN(S(=O)(=O)Cc2ccccc2Cl)C1 (stereo not drawn)	-1.8%	-8	3.3	-6	-31*	-3	4	-9	2
10	COC(=O)c1cc(S(=O)(=O)N2CCC(C)CC2)ccc1F	0.4%	5	-2.1	-4	4	-5	8	10	11
11	Cn1cc(CN2CCC(C(O)c3cccs3)CC2)c(-c2cccc(Cl)c2)n1 (stereo not drawn)	0.4%	-6	2.7	-9	-18	-14	-6	27	41*
12	O=C(COc1ccc(Cl)cc1)Nc1cccc(-c2ccc(N3CCOCC3)nn2)c1	0.7%	-3	-0.4	-15	-14	-16	-29	-4	0
13	CC1(C)CC(=O)C=C(NCC2CCCO2)C1 (stereo not drawn)	-1.1%	-2	1.3	-5	-6	26	13	-3	5
14	NC(=O)C1CCN(CC(O)COc2ccc(-c3ccccc3)cc2)CC1 (stereo not drawn)	0.9%	9	0.8	11	-3	5	4	1	8
15	COc1ccc(-c2nnc3ccc(SCC(=O)NCC4CCCO4)nn23)cc1 (stereo not drawn)	17%	2	-0.2	-1	8	16	5	0	1
16	c1ccc(-c2cc(-c3nnc4n3N=C(c3ccc5ccccc5c3)CS4)[nH]n2)cc1	3.7%	-1	-0.1	12	10	-3	-27	3	4
17	Cn1c(C(O)c2ccc(Br)cc2)nc(Cl)c1Cl (stereo not drawn)	3.0%	-8	.	.	-11	.	9	-1	4
18	O=C(O)c1c[nH]c2ccc(S(=O)(=O)N3CCOCC3)cc12	-0.5%	-1	-0.2	1	5	-9	-10	21	2
19	CC(=O)c1ccc(NC(=O)C2(S(=O)(=O)c3ccccc3)CC2)cc1	4.5%	1	1.5	-6	-3	-13	-6	-3	1
20	CN(Cc1ccco1)S(=O)(=O)c1ccc(CN2C(=O)c3cccnc3C2=O)s1	?	-4	0.5	6	-11	28	21	6	9
21	CC1CCCN(c2ncnc3c2cnn3-c2ccc(Cl)cc2)C1 (stereo not drawn)	-0.1%	9	-2.2	7	14	1	.	2	4
22	CCc1nn(-c2ccccc2)c2nc(-c3ccccc3OC)c3cc(OC)c(OC)cc3c12	0.3%	1	0.5	-15	-11	.	-12	2	7
23	Cc1ccc(S(=O)(=O)Nc2cc(-c3ccccc3)nn2C)cc1Cl	-1.9%	3	-1.8	-2	-9	-8	-21	-1	0
24	Cc1ccc(CSc2nc3c([nH]c4ccccc43)c(=O)n2C)cc1	1.2%	-7	0.7	-4	-17	.	10	-7	1
25	Cc1ccc(C(=O)N[C@H](C(=O)OCC(=O)Nc2cccc(S(N)(=O)=O)c2)C(C)C)cc1	-1.1%	-5	1.7	6	2	-15	-7	-3	3
26	CN(Cc1ccccc1)S(=O)(=O)c1ccc2c(c1)CCC(=O)N2	-0.2%	-16	-0.4	-8	-15	2	4	13	2
27	Cc1[nH]n(-c2ccc([N+](=O)[O-])cc2)c(=O)c1C=NCCc1ccc(S(N)(=O)=O)cc1	3.8%	-5	2.4	7	-2	-1	-13	-3	2
28	COC(=O)c1cnc(NNC(=O)c2ccc([N+](=O)[O-])cc2)nc1C(F)(F)F	-2.0%	-2	0.3	-2	4	5	24	6	5
29	Cc1ccc(N(Cc2ccc(C(=O)Nc3c(C)n(C)n(-c4ccccc4)c3=O)cc2)S(C)(=O)=O)cc1C	-2.2%	6	0.0	-3	11	0	0	5	4
30	C=CCOn1c(=O)c(-c2ccc(Br)cc2)[n+]([O-])c2ccccc21	0.5%	8	-1.5	-11	0	7	-1	-15	-1
31	Cc1cc(C)cc(NC(=O)N2CCC(N3CCN(Cc4ccccc4)C(=O)C3=O)CC2)c1	8.8%	3	0.0	2	3	.	-2	0	1
32	CCOc1ccccc1OCCOCCN1CC(C)OC(C)C1 (stereo not drawn)	1.0%	-10	0.0	-13	9	-3	-6	-6	1
33	COc1ccc(NC(=O)CN2CCCN(Cc3ccc(Cl)cc3)S2(=O)=O)cc1Cl	-2.7%	-1	.	-16	-3	.	.	-12	2
34	Cc1c(C(=O)N/N=C/c2c(O)ccc3ccccc23)nnn1-c1nonc1N	2.0%	1	0.1	-11	1	-8	11	-3	3
35	O=C(NCCn1cccn1)C1CCC(=O)N(CCc2cccc(F)c2)C1 (stereo not drawn)	23%	-3	-0.5	-2	4	-1	7	-2	2
36	CCc1c(O)nc(SCC(=O)Nc2nc3ccccc3s2)n(C2CCCCC2)c1=O	3.4%	-3	-0.2	2	-5	6	13	1	0
37	c1ccc(-c2nc(NCCCN3CCOCC3)c3ccccc3n2)cc1	-0.1%	-9	2.6	.	8	-25	17	-2	4
38	Cc1ccc(NCN2C(=O)C(=O)c3ccccc32)nc1	1.5%	-9	0.8	-17	-9	5	.	-11	1
39	COc1ccc(C2=CC(c3ccccc3Cl)n3nc(-c4ccc(C)cc4)nc3N2)cc1 (stereo not drawn)	7.1%	1	-0.8	7	4	.	-29	-11	8
40	O=C(O)CCC(=O)c1cccc2ccccc12	0.1%	-7	-0.8	2	-5	-11	-10	2	0
41	N#Cc1cccc(NC(=O)CNC(=O)Cc2ccccc2)c1	-1.7%	-6	-0.3	8	-3	26	1	0	2
42	CCOC(=O)/C=C/C(=O)Nc1ccc(S(=O)(=O)N2CCc3ccccc32)cc1	-0.5%	-9	1.0	9	15	10	-5	1	2
43	COc1ccc(-c2nnn(CC(=O)N(CCCO)C(C(=O)NC3CCCC3)c3ccc(F)cc3)n2)cc1 (stereo not drawn)	-0.2%	0	1.2	-12	-17	-30	-4	-3	4
44	O=C(COC(=O)/C=C/c1ccc(OC(F)F)cc1)Nc1ccc(N2CCOCC2)cc1	-0.2%	2	0.1	9	2	-16	-1	-6	2
45	Cc1ccc(S(=O)(=O)N2CCN(c3ccnc4cc(Cl)ccc34)CC2)cc1C	-0.4%	-5	0.6	-2	1	2	-15	4	8
46	O=C(Oc1ccccc1)c1c(Cl)cccc1P(=O)(O)O	-1.1%	-4	0.6	5	3	7	-31	-2	3
47	O=C(C1CCC(CNc2c(N3CCCCC3)c(=O)c2=O)CC1)N1CCCC1 (stereo not drawn)	0.3%	-1	-0.2	0	-16	12	4	1	1
48	Cc1onc(-c2ccccc2Cl)c1C(=O)Oc1cc(N)n(S(=O)(=O)c2ccc(F)cc2)n1	2.8%	1	1.0	8	12	2	-9	-2	6
49	COc1cccc(C(=O)c2cn(CC(=O)NCc3ccccc3Cl)c3nc(C)ccc3c2=O)c1	?	-2	-0.2	0	3	.	3	-8	3
50	CCOC(=O)C1CCCN(c2c(N3CCN(C)CC3)c(=O)c2=O)C1 (stereo not drawn)	4.9%	-2	0.6	-4	-5	1	.	2	3
51	C#CCN1C(=O)C(O)(CC(=O)c2ccc(OC)c(OC)c2)c2ccccc21 (stereo not drawn)	1.0%	0	-0.7	-8	-2	-16	1	-10	1
52	O=[N+]([O-])c1ccc(C(=S)N2CCC(Cc3ccccc3)CC2)cc1	-0.7%	4	-1.5	2	-9	-4	-5	1	1
53	CCOC(=O)c1ccccc1NC(=O)COC(=O)CC(C)(C)CC1=NS(=O)(=O)c2ccccc2N1	2.1%	0	0.1	3	-37*	.	.	3	14
54	C/C(CC(=O)NCc1ccc(Cl)cc1)=N\NC(=O)Cc1ccccc1	1.0%	-3	2.1	-10	-6	28	-16	0	0
55	COc1ccc(CCNc2nc(SCc3ccccc3F)nc3ccccc23)cc1OC	0.0%	0	-0.1	7	-4	.	-28	6	5
56	C/C(=N\NC(=O)c1sccc1-n1cccc1)c1cccs1	-0.6%	-2	-0.7	2	12	-1	-10	1	0
57	CC(CN1CCOCC1)OC(=O)COc1ccc(F)cc1 (stereo not drawn)	-0.5%	5	0.1	-10	2	1	5	1	1
58	COc1ccc(NC(=O)C(=O)Nc2ccc3nc4n(c(=O)c3c2)CCCCC4)c(OC)c1	-1.6%	-1	-0.2	-1	1	.	5	0	3
59	O=C(NCCc1csc(-c2cccc(F)c2)n1)c1cccs1	0.2%	-5	-0.8	-4	-62*	.	1	-3	6

# Not all compounds are listed; the hit share may differ from the screen's.
